Screening data: PubChem, The Scripps Research Institute Molecular Screening Center
MBD2 DNA inh – blocks human MBD2 binding to methylated DNA; AID 686964; hit rate 0.31% among 370,000; TR-FRET, MBD2 binding to methylated oligonucleotide; Q9UBB5; inhibition, % at 4.4 µM; in the data active = inhibition above about 13%
PRMT1 FP inh – blocks human protein arginine methyltransferase 1; Q99873; recombinant PRMT1, activity-based probe fluorescence polarization; inhibition, % at 2.79 µM; hit rate 1.3% among 370,000; AID 652257;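 active = inhibition above about 21% made by adding two undisclosed values, limit read from the data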
Tn7 DDE FP – DD(E)-Tn7 binding inhibition, primary FP screen; hit rate 0.13% among 370,000; AID 720508; FP displacement of FITC-Tn7 peptide from fibrin DD(E); 0% = median of compound wells per plate; inhibition, % at 8.3 µM; P02675;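 active = inhibition above the mean of compounds falling within the control limits plus 3 SD of them, cut at about 14% in these data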;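 also: 0% = plate median of compound wells and 100% = 10 µM Aha-Tn7 peptide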
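Also added: labelled Tn7 tracer, 0.1 µM; Assay system: human fibrin DD(E) protein; Amount: 2 µM fibrin DD(E); Schedule: 10 min compound pre-incubation, 3 h probe incubation at room temperature; Repeats: one replicate per compound; Read-out basis: percent inhibition; Measured by: fluorescence polarization of the labelled Tn7 tracer.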
LEDGF integ inh – blocks HIV-1 LEDGF/p75-dependent DNA integration; TR-FRET IN-LEDGF/p75 DNA integration, Eu/Cy5; inhibition, % at 3.7 µM; hit rate 0.64% among 370,000;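 active = inhibition above the screen-wide mean plus 3 SD, cut at about 13% in these data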;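 also: signal is the Cy5 over europium emission ratio at 671 and 618 nm; 0% = plate median of compound wells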
DDE Tn6 FP inh – DD(E)-Tn6 binding inhibition, primary FP screen; P02675; Fibrin DD(E) TRITC-Tn6 fluorescence polarization displacement; inhibition, % at 8.3 µM; hit rate 0.21% among 370,000; AID 720509;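 active = inhibition above a per-campaign cutoff: mean of compounds within control limits plus 3 SD, cut at about 15% in these data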;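 also: 0% = median of all compound wells on the plate and 100% = blocking peptide control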
TDP2 inh – blocks human TDP2 phosphodiesterase activity; O95551; recombinant TDP2, T5PNP hydrolysis, p-nitrophenol absorbance 415 nm; inhibition, % at 12.8 µM; hit rate 0.34% among 370,000;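 active = inhibition above the mean of all tested compounds plus 3 SD, set per campaign, cut at about 25% in these data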;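 also: 0% = DMSO with enzyme and 100% = buffer with substrate but no TDP2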
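System – recombinant human TDP2 · Amount – 120 nM TDP2 per well · Buffer or medium – Mg2+-containing Tris-HCl buffer, pH 7.5 · Reagent – T5PNP substrate, 5 mM · Dosing – 12.8 µM single point, 1% DMSO · Incubation – 2 h at 37 °C · Measured by – epi absorbance · Read-out basis – percent inhibition · Benchmarks – high control without enzyme, low control DMSO plus TDP2 · Repeats – singlicate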
proKLK7 act – activates the human kallikrein-7 zymogen; hit rate 0.9% among 370,000; purified proKLK7, EDANS-DABCYL substrate fluorescence; 100% is mature enzyme control, 0% vehicle; AID 652039; activation, % at 7 µM;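 active = activation above the mean of all tested compounds plus 3 SD, computed per campaign excluding outliers beyond control limits, cut at about 13% in these data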
Target sequence (P49862 whole entry, looked up): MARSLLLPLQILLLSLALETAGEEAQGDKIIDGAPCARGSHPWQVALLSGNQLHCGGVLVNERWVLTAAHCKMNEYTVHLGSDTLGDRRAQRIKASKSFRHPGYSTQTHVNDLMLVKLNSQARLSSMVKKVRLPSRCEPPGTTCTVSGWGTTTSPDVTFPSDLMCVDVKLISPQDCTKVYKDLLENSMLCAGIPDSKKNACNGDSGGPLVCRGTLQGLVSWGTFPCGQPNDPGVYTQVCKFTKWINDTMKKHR
UHRF1 binding – blocks human UHRF1 binding to methylated DNA; Q96T88; UHRF1 binding to methylated oligo, TR-FRET; inhibition, % at 4.4 µM; hit rate 0.75% among 370,000; AID 687016; in the data active = inhibition above about 21%;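 also: UHRF1 SRA domain binding a hemimethylated CpG hairpin DNA probe; 0% = median of test compound wells and 100% = reference inhibitor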
Target sequence (Q96T88 whole entry, looked up, the tested form may be a part): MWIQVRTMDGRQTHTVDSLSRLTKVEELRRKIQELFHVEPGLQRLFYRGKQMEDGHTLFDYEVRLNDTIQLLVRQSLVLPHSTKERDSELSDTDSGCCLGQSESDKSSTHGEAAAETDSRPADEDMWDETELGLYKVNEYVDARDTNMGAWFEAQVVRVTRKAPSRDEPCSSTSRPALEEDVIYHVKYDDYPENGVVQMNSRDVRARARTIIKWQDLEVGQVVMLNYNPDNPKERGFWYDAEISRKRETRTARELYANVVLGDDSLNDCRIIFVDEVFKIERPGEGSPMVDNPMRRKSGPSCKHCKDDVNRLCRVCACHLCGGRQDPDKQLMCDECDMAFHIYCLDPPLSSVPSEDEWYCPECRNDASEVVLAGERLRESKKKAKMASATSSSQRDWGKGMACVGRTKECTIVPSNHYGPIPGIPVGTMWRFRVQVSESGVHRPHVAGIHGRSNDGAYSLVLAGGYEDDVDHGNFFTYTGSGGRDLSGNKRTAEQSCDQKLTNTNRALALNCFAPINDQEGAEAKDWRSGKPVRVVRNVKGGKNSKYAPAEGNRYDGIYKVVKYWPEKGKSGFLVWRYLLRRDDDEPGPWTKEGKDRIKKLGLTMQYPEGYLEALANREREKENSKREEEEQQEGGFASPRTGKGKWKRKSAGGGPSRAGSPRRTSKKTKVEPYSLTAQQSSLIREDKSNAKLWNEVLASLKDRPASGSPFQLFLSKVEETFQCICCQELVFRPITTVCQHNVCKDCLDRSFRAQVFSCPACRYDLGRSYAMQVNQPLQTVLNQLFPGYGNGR
TCR-CD3 inh – human TCR-CD3 binding inhibition | TAMRA-labeled TCR probe fluorescence, biochemical | hit rate 0.37% among 360,000 | inhibition, % at 9.4 µM; in the data active = inhibition above about 19%;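 also: recombinant mutant TCR 2C K166C tagged with TAMRA read by polarization; 0% = receptor in buffer alone and 100% = receptor with positive control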
SIAE primary – blocks human sialic acid acetylesterase. hit rate 0.69% among 370,000. SIAE FP-Rh probe binding, fluorescence polarization. inhibition, % at 9.66 µM;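 active = inhibition above a cutoff: mean of compounds within the control limits plus 3 SD of those, cut at about 17% in these data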;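 also: 0% = plate median of compound wells and 100% = probe without SIAE protein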
* marks the source's active call; other numbers are inactive results; x = not tested or not shown.

SMILES	MBD2 DNA inh	PRMT1 FP inh	Tn7 DDE FP	LEDGF integ inh	DDE Tn6 FP inh	TDP2 inh	proKLK7 act	UHRF1 binding	TCR-CD3 inh	SIAE primary
Cc1cc2cc(CN(Cc3cccs3)C(c3nnnn3C(C)(C)C)C(C)C)c3nnnn3c2cc1C (configuration not stated)	4	-1	-1	-1	4	9	-0.4	-1	0	-6
CC(=O)Nc1ccccc1OCC(=O)N(Cc1ccccc1)C(C)C	-3	-1	-3	3	0	-10	-0.3	1	7	-1
CC1CCN(C(=O)CN(c2ccccc2)S(=O)(=O)N(C)C)CC1	0	0	5	-1	0	-9	-0.1	-1	2	0
O=C(NCCc1ccc(Cl)cc1)C1(c2ccccc2)CC1	-1	-1	4	-1	-2	-6	-0.7	0	12	-5
Cc1cc(NC(=O)c2cc3n(n2)C(C(F)(F)F)CC(c2ccco2)N3)n(-c2ccccc2)n1 (configuration not stated)	0	2	-1	-2	-2	-5	1.1	-1	-10	0
CCOC(=O)[C@]12CCCC=C1N(Cc1ccc3c(c1)OCO3)C(=O)[C@H](CC(=O)N1CCCC1)C2	-1	0	0	3	-3	-11	-0.9	1	-3	-3
C/C(=N/NC(=O)c1cc2ccccc2cc1O)c1ccco1	-5	1	12	1	-6	-4	-1.6	0	3	23*
Cc1ccc(S(=O)(=O)N2CCC(C)CC2)cc1C(=O)NCCN1CCOCC1	-4	-3	-8	2	-8	-5	0.1	2	5	-4
CC(C)(C)NC(=O)CN(Cc1ccc2c(c1)OCO2)C(=O)CNS(=O)(=O)c1ccc(F)cc1	-4	-2	-2	2	-1	-3	-1.4	-1	3	-6
Cc1nc2sc3c(c2c(=N)n1N)CC(C)(C)OC3	2	-3	4	0	-7	6	-0.7	8	-7	7
COc1cc2c(c(OC)c1O)C(=O)CO2	3	-2	4	-4	3	25*	-0.1	-3	-4	7
Cc1cc(NC(=O)C(C)Oc2ccc(Cl)cc2Cl)n(-c2ccccc2)n1 (configuration not stated)	-4	0	-3	0	1	3	-0.5	-2	9	-2
CN(C)C(=O)COC(=O)c1cccc(S(=O)(=O)N2CC3(C)CC2CC(C)(C)C3)c1 (configuration not stated)	-5	0	-1	1	7	7	0.0	1	4	-6
COc1ccc(F)cc1C(=O)C1CCCN(Cc2ccc(Oc3ncccn3)cc2)C1 (configuration not stated)	6	-2	0	2	0	12	0.9	3	4	5
Cc1ccc(NC(=O)CN(C)S(=O)(=O)c2cccc3cccnc23)cc1	-3	-5	-3	2	1	1	0.3	0	13	2
C=CC[n+]1c(C)csc1Nc1ccc(C(=O)O)cc1	-1	3	1	-2	-6	8	0.2	-1	4	-5
O=C(CC1SC(=O)N(c2ccccc2)C1=O)Nc1ccc(Cl)cc1 (configuration not stated)	2	26*	5	-5	-6	-2	-0.5	0	-11	1
COC(=O)c1ccc(C(=O)N2CCCC(CNC(=O)c3ccccc3Cl)C2)cc1 (configuration not stated)	-1	0	0	-3	7	-4	0.4	-1	3	2
CCOc1ccc(S(=O)(=O)NCCC(=O)NCCc2ccc(C(C)C)cc2)cc1	-2	-10	-5	3	4	-27	0.4	3	-4	-6
Cc1cccc(C(=O)NCC(=O)Nc2ccc(S(=O)(=O)Nc3nc(C)cc(C)n3)cc2)c1	2	3	4	-3	-1	7	-0.6	3	-1	-2
CCCC(=O)Nc1cc(C)c(NC(=O)C23CC4CC(CC(C4)C2)C3)cn1	4	1	-1	0	4	0	0.1	3	10	-3
S=C1NC[C@H](Cc2ccccc2)N1CCCCC1CCCCC1	4	1	2	1	3	-12	0.6	-1	6	-11
CC(Oc1ccc(F)cc1)C(=O)Nc1cc(S(=O)(=O)N2CCOCC2)ccc1N1CCCCC1 (configuration not stated)	-1	0	7	3	-4	4	0.0	11	4	-2
O=C(CN1C(=O)CCS(=O)(=O)c2ccccc21)Nc1ccc2c(c1)OCCO2	0	-1	-1	-2	4	3	-0.1	4	-3	2
Cn1c(=O)c(=O)n(C)c2cc(S(=O)(=O)CCC(=O)N3CCOCC3)ccc21	2	3	4	1	4	-1	0.3	-1	-2	1
CC(=O)c1ccc2c(ccc3ccccc32)c1	4	0	-5	0	-5	5	-1.8	-4	-1	2
O=C(O)c1ccc(OC(F)(F)C(F)C(F)(F)F)cc1 (configuration not stated)	-5	4	3	2	-6	-2	-0.1	1	-2	5
O=S(=O)(NC1CCCCC1)c1ccc(Br)s1	4	-1	-5	4	-3	-3	0.7	-1	9	1
Cc1cc2cc(CNC(=O)c3ccc4c(c3)OCO4)ccc2[nH]1	1	3	1	2	4	-12	0.9	-3	6	13
CCSc1nc2c(c(=O)[nH]1)C(c1ccccn1)C1=C(CC(C)(C)CC1=O)N2 (configuration not stated)	-6	-5	0	3	-2	4	32*	1	7	10
N#C/C(=C(/O)c1cccs1)c1nnc2n1CCCCC2	1	0	-3	2	0	2	0.1	0	4	1
O=C(O)/C=C\C(=O)NC1CCCCC1	1	-1	2	-1	10	19	1.4	-2	0	8
Cc1cc(C)cc(NC(=S)NC(=O)Cc2ccccc2)c1	1	-2	-2	-1	7	1	0.2	1	10	-5
CN(C(=O)Cn1cc(C(F)(F)F)ccc1=O)c1c(N)n(Cc2ccccc2)c(=O)[nH]c1=O	7	4	-9	-2	2	9	0.3	1	0	0
CCOc1ccc(CCNC(=O)CCN2C(=O)COc3ccccc32)cc1OCC	3	2	6	1	-5	5	-0.3	3	-2	-3
O=C(NC(NC(=O)c1ccccc1)c1cccc([N+](=O)[O-])c1)c1ccccc1	6	1	0	-4	-5	4	-0.9	2	-8	-2
COc1ccc(C(=O)OCC(=O)NC2CCCCCC2)c(OC)c1	-1	-2	2	-3	5	-11	-0.6	-1	6	-8
COc1ccc2nc(-c3ccc(CN4CCC(c5nc6ccccc6[nH]5)CC4)cc3)c(-c3ccccc3)nc2c1	2	2	7	0	-7	-6	-15	-1	-1	-4
CC(CNC(=O)C1CCCCC1C(=O)O)c1ccccc1 (configuration not stated)	7	1	-4	3	-4	-9	0.4	3	1	-7
CCN(Cc1ccc2c(c1)OCCO2)C(=O)CSc1nc(C)nc2sc(C)c(C)c12	1	4	0	-5	5	-3	1.5	0	-3	3
CC1CCCC(C)N1Cc1cn2ccccc2n1 (configuration not stated)	-5	-4	-7	1	-2	2	-0.2	0	3	-2
Cc1nn(-c2ccccc2)c(C)c1C(=O)OCC(=O)Nc1ccc2c(c1)OCO2	0	0	-1	2	-8	13	-0.1	-2	-5	-10
Cc1cccc(NC(=O)CSCC(=O)N2CCN(c3cccc(C(F)(F)F)c3)CC2)c1	4	0	-1	5	6	-10	-0.4	4	-1	-6
CC(=O)C1=C(C)OC(N)=C(C#N)C1c1cc2cccc(C)c2nc1Cl (configuration not stated)	-4	-1	-8	2	-5	6	0.4	-1	2	0
CN1CC=C(c2ccc(C(F)(F)F)cc2)N(c2ccc(Br)cc2)C1=O	-6	-3	-3	4	4	-9	-0.3	4	x	-3
CNC(=O)c1nc(C)c(C2(C)CC(c3ccccc3)=NO2)s1 (configuration not stated)	-3	-2	9	-1	5	2	0.6	-1	5	-3
CCCCSc1nnc(-c2ccc(C)cc2)o1	2	0	-2	-5	2	5	0.2	0	-3	-2
CCN(CC)c1ccc2cc(NC(=O)CCC(=O)O)c(=O)oc2c1	1	34*	10	1	44*	-10	78*	-2	16	9
Cc1ccc2oc(C(=O)N3CCC(N4CCSCC4)CC3)c(C)c2c1	-1	-2	5	-2	-6	-5	0.6	2	-10	1
CCOc1ccc(N(CC(=O)NC2CCC(C)CC2)S(=O)(=O)c2c(C)noc2C)cc1 (configuration not stated)	-2	-3	-6	2	0	-4	0.1	17	4	-1
CCCCN(C(=O)CN(C)CC(=O)Nc1cccc(OC)c1)c1c(N)n(CCCC)c(=O)[nH]c1=O	7	1	6	-1	2	10	-0.1	12	-5	-3
COc1ccc(-n2c(C)nc3c(cnn3-c3ccc(C)c(C)c3)c2=O)cc1	3	-1	-4	2	-1	4	-0.2	-1	0	-5
Cc1c(Cl)c(C(F)(F)F)nn1CC(=O)NCc1ccco1	-1	2	-4	-2	3	5	-0.4	-2	2	-5
O=C(NNS(=O)(=O)c1ccccc1F)c1ccccc1-n1cccc1	0	0	3	1	-2	1	-0.4	-2	9	8
Cc1ccccc1C(=O)Nc1nc(=S)ss1	4	-2	2	1	2	4	0.7	-4	6	-3
Cc1cccc(C(=O)Nc2ccc(C(=O)N/N=C/c3ccc(C)o3)cc2)c1	1	3	8	-2	4	5	-0.7	0	-7	6
CCC[n+]1c(C)sc2c(OC)ccc(OC)c21	2	40*	-7	5	-12	5	0.8	14	5	6
C[C@@H]1CN([C@@H](C)CO)S(=O)(=O)c2ccc(Br)cc2O[C@H]1CN(C)C(=O)C1CCOCC1	-3	3	-13	0	-2	-1	0.1	1	-4	-2
COc1ccc2c(c1)c(CC(=O)OCC(=O)N(C)C)c(C)n2C(=O)c1ccc(Cl)cc1	-4	-2	5	-4	-1	-2	0.2	-1	4	0
COc1ccc(CCNC(=O)COC(=O)/C=C/c2ccc(OC)c(OC)c2)cc1	1	0	-1	-3	7	7	0.0	1	0	2

Fetched one by one from the entries so far, 3 records:
SMILES	MBD2 DNA inh	PRMT1 FP inh	Tn7 DDE FP	LEDGF integ inh	DDE Tn6 FP inh	TDP2 inh	proKLK7 act	UHRF1 binding	TCR-CD3 inh	SIAE primary
C[C@@H]1CN([C@@H](C)CO)S(=O)(=O)c2ccc(Br)cc2O[C@H]1CN(C)C(=O)C1CCOCC1	-3	3	-13	0	-2	-1	0.1	1	-4	-2
Cc1ccccc1C(=O)Nc1nc(=S)ss1	4	-2	2	1	2	4	0.7	-4	6	-3
COc1ccc(-n2c(C)nc3c(cnn3-c3ccc(C)c(C)c3)c2=O)cc1	3	-1	-4	2	-1	4	-0.2	-1	0	-5

Other entries.
SMILES	MBD2 DNA inh	PRMT1 FP inh	Tn7 DDE FP	LEDGF integ inh	DDE Tn6 FP inh	TDP2 inh	proKLK7 act	UHRF1 binding	TCR-CD3 inh	SIAE primary
O=C(NCC1CCCO1)c1ccc(N2CCCCC2)nc1 (configuration not stated)	-2	-1	0	4	-5	4	0.2	-4	-1	2
Cc1ccc(S(=O)(=O)NCC[C@@]2(C)C3CCC2(C)C(=O)C3)cc1 (some centres not stated)	2	-3	-4	8	2	-12	-0.5	1	6	-5
O=C(NCc1ccco1)C1CCCN1C(=O)Nc1ccccc1[N+](=O)[O-] (configuration not stated)	-5	0	-1	-1	7	10	0.5	2	-3	1
CCNC(=S)Nc1cccc(S(=O)(=O)Nc2ccccc2OC)c1	2	16	5	-2	0	-6	-0.2	5	-3	3
CCCCN1C(=S)NC[C@@H]1C(C)CC (some centres not stated)	3	-1	11	-1	6	4	-0.5	-2	0	6
COC(=O)c1ccc(COC(=O)c2nn(C)c(=O)c3ccccc23)cc1	2	-1	-7	6	4	3	-0.6	-1	-4	4
C=CCn1c(-c2c[nH]c3ccccc23)n[nH]c1=S	-2	-2	2	-3	7	0	-0.7	-3	-1	5
